IDH1 R132H inh – human IDH1 R132H inhibition; O75874; IDH1-R132H enzyme, NADPH consumption, diaphorase/resazurin fluorescence; Potency, µM (doses to about 76.6 µM), without a hit: at the top dose activity change, negative = inhibition, hits mostly inhibitors; 0.093% of 390,000 active; note: % is set by controls: 0 for no effect and ±100 for the full control effect; nearly all actives have a fitted effect of over 65% in size
Target sequence (O75874 whole entry R132H, stated change not applied): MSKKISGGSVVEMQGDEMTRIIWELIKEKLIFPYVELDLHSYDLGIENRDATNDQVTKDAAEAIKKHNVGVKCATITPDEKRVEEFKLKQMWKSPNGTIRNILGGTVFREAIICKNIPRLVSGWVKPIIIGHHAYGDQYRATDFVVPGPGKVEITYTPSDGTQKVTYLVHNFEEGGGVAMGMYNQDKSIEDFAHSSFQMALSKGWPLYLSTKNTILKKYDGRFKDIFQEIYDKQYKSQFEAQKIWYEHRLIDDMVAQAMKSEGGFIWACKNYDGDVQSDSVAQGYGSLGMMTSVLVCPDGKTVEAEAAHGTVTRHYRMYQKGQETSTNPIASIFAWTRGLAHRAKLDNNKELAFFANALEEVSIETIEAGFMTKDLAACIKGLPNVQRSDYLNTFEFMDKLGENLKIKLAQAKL
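IDH1-R132H (0.5 ug/mL dispensed) in pH 7.5 Tris buffer was preincubated 30 min with compound, then given a substrate mix of 0.016 mM NADPH and 2 mM alpha-KG for 80 min at room temperature; remaining NADPH was read by diaphorase/resazurin fluorescence.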
Vif-A3G inh – blocks the Vif interaction with human APOBEC3G; Q9HC16; HeLa A3G-eYFP + Vif (tagged APOBEC3G with the HIV-1 protein that degrades it), YFP fluorescence, overnight; Potency, µM (doses to about 46.1 µM), for the others: at the top dose activity, negative = active, actives largely listed as inhibitors; 0.076% of 410,000 active;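 note: % is set by controls: 0 for no effect and ±100 for the full control effect; nearly all actives have a fitted effect of over 60% in size; hits raise eYFP signal because A3G escapes Vif-driven loss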
Target sequence (Q9HC16 whole entry, looked up): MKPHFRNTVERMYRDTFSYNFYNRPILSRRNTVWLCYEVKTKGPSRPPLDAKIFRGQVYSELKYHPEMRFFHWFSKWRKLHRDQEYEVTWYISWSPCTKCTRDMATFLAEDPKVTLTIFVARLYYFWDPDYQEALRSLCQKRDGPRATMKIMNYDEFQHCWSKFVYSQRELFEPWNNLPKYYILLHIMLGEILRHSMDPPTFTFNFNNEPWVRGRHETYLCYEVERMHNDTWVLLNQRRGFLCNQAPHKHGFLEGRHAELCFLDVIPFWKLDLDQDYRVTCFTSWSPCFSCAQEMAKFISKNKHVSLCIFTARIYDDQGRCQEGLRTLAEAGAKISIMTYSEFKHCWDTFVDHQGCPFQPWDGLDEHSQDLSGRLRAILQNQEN
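Read-out is eYFP fluorescence (Ex 488/Em 500-530) from Vif-expressing HeLa A3G-eYFP cells; more signal means A3G escaped Vif-mediated degradation. Cells plated overnight, compound pinned in, incubated overnight at 37 deg C.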
USP1 inh – USP1/UAF1 (human) deubiquitinase inhibition; 0.23% of 390,000 active; recombinant USP1/UAF1, Ub-Rhodamine cleavage fluorescence; AID 743255; O94782; Potency, µM (highest dose often 57.1 µM), without a hit: top-dose activity change, negative = inhibition, most hits filed as inhibitors; note: % is set by controls: 0 for no effect and ±100 for the full control effect; nearly all actives have a fitted effect of over 60% in size; inactives centre near -12
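1 nM enzyme complex + cpd, 15 min RT; start with Ub-Rho 150nM final; kinetic fluorescence ex 480/em 540, 6 reads q60 s. Buffer 50mM HEPES pH 7.8, 0.5mM EDTA, 0.1 mg/ml BSA, 1mM TCEP, 0.01% Tween-20.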
TrxR1 inh – blocks rat thioredoxin reductase 1. O89049. 1% of 390,000 active. recombinant rTrxR1, NADPH fluorescence consumption, selenite substrate. Potency, µM (series often up to 114 µM), inactives show at the highest dose activity change, negative = inhibition, most hits filed as inhibitors; note: % is set by controls: 0 for no effect and ±100 for the full control effect; nearly all actives have a fitted effect of over 65% in size
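Rat TrxR1 (90 nM in the dispensed reagent) was pre-reduced with 400 uM NADPH for 5 min at room temperature, then incubated with compound for 15 min. After 400 uM selenite was added, NADPH fluorescence (Ex 340/Em 450 nm) was followed for 8 min.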
RGS4 inhibitor – human RGS4 inhibition; Transcreener GDP fluorescence polarization, RGS4-accelerated GTP hydrolysis; 0.039% of 390,000 active; Potency, µM (doses to about 114 µM), inactives show at the highest dose activity change, negative = inhibition, usual class: inhibitors; P49798; note: % is set by controls: 0 for no effect and ±100 for the full control effect; nearly all actives have a fitted effect of over 75% in size; some results filed as inactive show a strong effect at the top dose
Target sequence (P49798 whole entry, looked up): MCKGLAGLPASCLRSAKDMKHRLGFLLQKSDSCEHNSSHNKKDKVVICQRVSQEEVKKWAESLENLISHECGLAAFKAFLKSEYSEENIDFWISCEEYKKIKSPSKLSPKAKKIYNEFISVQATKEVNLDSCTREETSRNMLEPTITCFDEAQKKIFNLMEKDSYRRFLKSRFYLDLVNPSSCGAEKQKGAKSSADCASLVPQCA
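MLSMR compounds (23 nl, pin-transferred) preincubated 10 min at room temperature with a 500nM (2x) first reagent, then RGS4 at 900nM (2x) plus Transcreener GDP mix added; fluorescence polarization (620/688 nm) read before and after 90 min at 30 °C.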
Vif-A3F inh – inhibitors of Vif-A3F interaction; HeLa A3F-eYFP + Vif (tagged APOBEC3F with the HIV-1 protein that degrades it), YFP fluorescence increase; Potency, µM (top dose mostly 46.1 µM), inactives show at the highest dose activity, negative = active; 0.2% of 390,000 active; note: % of control where 0% means no effect; nearly all actives have a fitted effect of over 65% in size
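HeLa cells stably expressing A3F-eYFP plus Vif, plated and incubated overnight at 37 deg C, then exposed to compounds overnight at 37 deg C. Blocked degradation read as raised yellow fluorescence (Ex 488/Em 500-530).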
TrxR1 substrate – rat thioredoxin reductase 1 substrate activity. 0.01% of 390,000 active. purified TrxR1 substrate turnover, NADPH consumption readout. O89049. Potency, µM (series often up to 114 µM), for inactives: top-dose activity change, negative = substrate turnover; note: % is set by controls: 0 for no effect and ±100 for the full control effect; nearly all actives have a fitted effect of over 50% in size
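Rat TrxR1, dispensed at 90 nM, was prereduced with 400 uM NADPH (final) for 5 min at ~22 deg C, then incubated with compound 15 min before 400 uM selenite. A first-read NADPH fluorescence drop versus no-compound background flagged substrates.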
RXFP1 agonist – activates the human relaxin receptor RXFP1 | HEK293T-RXFP1 cAMP TR-FRET, 30 min; response scale: percent of porcine relaxin response, buffer zero | Potency, µM (highest dose often 57.5 µM), for the others: at the top dose activation, usual class: activators | 0.3% of 370,000 active | AID 2676; note: % is set by controls: 0 for no effect and ±100 for the full control effect; nearly all actives have a fitted effect of over 60% in size; many of its hits are not listed in these tables
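HEK293T cells stably expressing RXFP1 were pretreated with the PDE4 inhibitor Ro 20174, exposed to compounds for 30 min at 37C, lysed, and cAMP was read by TR-FRET. Data normalized to buffer (basal) and 29 nM porcine relaxin (100%).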
ALOX12 inh – blocks human arachidonate 12S-lipoxygenase; P18054; purified 12hLO, xylenol orange hydroperoxide absorbance; Potency, µM (titrated, usually from 108 µM), for inactives: at the highest dose activity change, negative = inhibition, usual class: inhibitors; 1.1% of 580,000 active; AID 1671190; note: % is set by controls: 0 for no effect and ±100 for the full control effect
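Purified human 12hLO at 150 nM in 25 mM Hepes, 0.01% Triton X-100, pH 7.0, preincubated 15 min at room temperature with compound. Reaction started with 40 uM arachidonic acid, 30 min at room temperature. Hydroperoxide measured by Fe-xylenol orange, 573/405 nm absorbance ratio.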
* = called active by the depositor; i = inactive; ? = inconclusive; nt = no result given; & = joins results of further samples; [ ] = remark or other dose. Calls come from the whole dose curve; as a rule, active = well fitted curve in the direction sought with a large enough effect; inconclusive = small, poorly fitted or top-dose-only effect, or another doubt; inactive = no such curve, though single readings can be large; an effect the other way counts as inactive or inconclusive. Potency is the fitted concentration of half-maximal effect. Not all compounds are listed. The share of hits here may be higher or lower than overall.

SMILES | IDH1 R132H inh | Vif-A3G inh | USP1 inh | TrxR1 inh | RGS4 inhibitor | Vif-A3F inh | TrxR1 substrate | RXFP1 agonist | ALOX12 inh
CCOc1ccc(CNc2ccc3c(c2)ncn3C)cc1 | 13% | 2% | -2% | -10% | ? | 1% | 3% | -1.1% | ?
O=C(NCc1ccncc1)c1cnccn1 | 2% | 0% | -7% | -1% | 8% | 1% | -6% | 1.0% | 0%
CC(C)(C)c1nc2c(s1)CCc1onc(-c3ccc(Cl)cc3)c1-2 | -11% | -7% | -24% | 30%[activator][57.1 µM] | 14% | -1% | 10%[57.1 µM] | 0.5% | 10%
COCCCNC(=O)CN1C(=O)c2cccc3cccc1c23 | 14% | 2% | -7% | 15%[57.1 µM] | 10% | 9% | 5%[57.1 µM] | 5.2% | 11%
O=C(COC(=O)Cn1nnc(-c2ccccc2)n1)Nc1cc(F)ccc1F | 0% | 0% | -8% | 11% | 10% | 0% | -1% | nt | 0%
COc1ccc(Sc2nc(-c3ccccc3)ncc2OC)cc1 | 8% | 0% | -22% | 2% | -6% | 2% | -6% | 0.7% | -5%
O=C(O)c1ccc(/C=C/c2nc3sc4c(c3c(=O)[nH]2)CCC4)cc1 | 0% | -1% | -24% | 21%[57.1 µM] | -40% | -15% | 6%[57.1 µM] | 3.2% | -11%
CC(=O)c1c(Nc2ccc3c(c2)OCCO3)oc(C)cc1=O | 7% | -2% | -9% | 12%[57.1 µM] | -17% | -4% | 9%[57.1 µM] | -0.3% | ?
CSCc1ccc(C(=O)NCC(c2cccs2)N2CCOCC2)cc1 (stereo not given) | -1% | 1% | -11% | 11% | 5% | 1% | 0% | 3.8% | 4%
CCOC(=O)N1CCN(C(=O)CC(=O)Nc2ccc3nc4n(c(=O)c3c2)CCCCC4)CC1 | 3% | 0% | 2% | 11%[57.1 µM] | -24% | 0% | 14%[57.1 µM] | 1.2% | 0%
OC(COc1ccccc1)CN1CCCC1 (stereo not given) | 1% | 0% | -20% | 12% | 10% | 4% | 0% | 0.9% | ?
Cc1cc(C)cc(NC(=O)Cn2ncn3c(cc4ccccc43)c2=O)c1 | 0% | -4% | 4% | 10% | 4% | -7% | 16% | 11% | 2%
COc1cccc(C2/C(=C(\O)c3ccc4c(c3)OCCO4)C(=O)C(=O)N2CCCN2CCOCC2)c1OC (stereo not given) | -3% | 1% | -27% | -8% | -11% | -3% | -6% | 28% | nt
CCN(CC)S(=O)(=O)c1ccc(S(=O)(=O)N2CCC(C(=O)NC3CCN(Cc4ccccc4)CC3)CC2)cc1 | 12% | -3% | -19% | 2%[57.1 µM] | 10% | -1% | -6%[57.1 µM] | -0.4% | nt
Cc1cccc(C)c1NC(=O)C1CCCN(CCCc2ccccc2)C1 (stereo not given) | -1% | -3% | -19% | 18%[57.1 µM] | -8%[11.4 µM] | -1% | -7% | -0.8% | 0%
Cc1ccc(Cl)cc1NC(=O)c1cc(NC(=O)C2CCCCC2C(=O)O)ccc1N1CCOCC1 (stereo not given) | 0% | -9% | -18% | 22% | -3% | -6% | 12% | -0.9% | i
COc1ccc(NC(=S)NCc2cccnc2)cc1 | 13% | -1% | -8% | -4%[57.1 µM] | -6% | 3% | 0%[57.1 µM] | -1.1% | -3%
CC(C)CCNC(=O)COc1ccc2c3c(c(=O)oc2c1)CCC3 | 0% | 1% | -4% | -5% | -28% | 0% | 13% | 6.3% | -26%
Fc1ccc(-c2cc(-c3nc(-c4ccccc4)no3)[nH]n2)cc1 | 1% | 3% | -8% | 20%[57.1 µM] | -29% | 5% | 0%[57.1 µM] | -2.4% | 4%
CC(=O)CC1(O)C(=O)Nc2ccccc21 (stereo not given) | -10% | -6% | -9% | 13% | 21% | 3% | 2% | -1.1% | 18%&3%
Cc1ccc(C)c(N2CCN(C(=O)C(CC(C)C)NS(=O)(=O)c3ccc4nc(C)sc4c3)CC2)c1 (stereo not given) | 12% | 1% | -20% | 38%[activator] | -9% | -1% | 2% | -1.8% | 1%
COc1ccc(C)cc1NC(=O)CN(c1ccc(F)cc1)S(C)(=O)=O | 9% | -2% | -9% | 14% | 12% | 7% | 6% | 2.7% | -1%
Cc1ccc(O)c(C(=O)c2cnc(/N=C(\N)N(C)C)nc2)c1 | 2% | 2% | -8% | 8% | -25% | -3% | 4% | 2.8% | -14%
COC(=O)C(Cc1c[nH]c2ccccc12)NC(=O)C1CC1 (stereo not given) | 6% | -1% | -18% | 11% | -8% | 6% | 5% | -1.6% | -12%
CCNS(=O)(=O)c1ccc(CCC(=O)N2CCN(Cc3ccccc3)CC2)cc1 | -1% | 4% | -8% | 22%[11.4 µM] | 2% | 0% | 1% | 2.3% | -8%

(more compounds)
SMILES | IDH1 R132H inh | Vif-A3G inh | USP1 inh | TrxR1 inh | RGS4 inhibitor | Vif-A3F inh | TrxR1 substrate | RXFP1 agonist | ALOX12 inh
NS(=O)(=O)c1ccc(CCNC(=O)CCc2nc3ccccc3s2)cc1 | -5% | -3% | -17% | 18% | -6% | -8% | 2% | 11% | 19%
CCN1CCN(c2ncnc3scc(-c4ccc(C)cc4)c23)CC1 | 4% | -8% | -20% | 21% | 5% | -1% | 12% | -1.4% | -74%
CC(C)(C)C#CCn1c(/C=[N+](\[O-])C2CCCCC2)nc2ccccc21 | -11% | -8% | -3% | -5% | 0% | -2% | -4% | 0.0% | nt
O=C1c2ccccc2C(=O)N1CCCc1nc2ccccc2c(=O)n1Cc1ccco1 | 10% | -5% | -16% | 9%[57.1 µM] | -17% | 5% | 6% | 0.1% | -11%
CSCC[C@H](NC(=O)N1CCn2c1nc1ccccc12)C(=O)N[C@H](Cc1ccccc1)C(=O)O | 14% | -1% | 0% | 11% | -9% | 1% | 1% | 0.3% | 30%[activator]
CCOC(=O)N1CCN(c2c(NCCCN(CC)CC)c(=O)c2=O)CC1 | 11% | 1% | -3% | 10%[57.1 µM] | -5% | 4% | 0%[57.1 µM] | 0.8% | 0%
Cc1ccc(S(=O)(=O)NCCC(=O)OCC(=O)N2CCCC2=O)cc1C | 4% | 1% | -22% | -8% | -38% | -4% | -9% | 1.5% | 16%
CC(C)C[C@H](NC(=O)Nc1cccc(Br)c1)C(=O)O | 5% | 3% | -14% | 13%[57.1 µM] | 15% | 5% | 7%[57.1 µM] | -1.3% | -1%
O=S(=O)(NCCNS(=O)(=O)c1ccc(F)cc1)c1ccc(F)cc1 | 2% | 0% | -10% | 25% | 4% | -4% | 5% | 1.4% | -15%
Clc1ccc(-c2csc(N3CCOCC3)n2)cc1 | 0% | 1% | -22% | 8%[57.1 µM] | -2% | 9% | 1%[57.1 µM] | -2.8% | 12%
CC(=O)Nc1ccc(NC(=O)CSCc2ccccc2Cl)cc1 | 8% | -1% | -3% | 38%[activator][57.1 µM] | -20% | 4% | -11%[57.1 µM] | nt | 38%[activator]
Cc1ccccc1N=C(NO)c1nonc1N | -2% | -3% | 0% | -8%[57.1 µM] | 4% | 6% | -2%[57.1 µM] | -0.9% | 2%
O=C1[C@H]2CCC=C[C@H]2[C@H](c2ccccc2Br)N1Cc1ccccc1 | -16% | -6% | -18% | -21% | -3% | -15% | -8% | nt | ?
CC1CCN(C(=O)c2cc(-c3ccc(Cl)cc3)on2)CC1 | -3% | -1% | ? | 13% | -4% | -4% | 0% | -1.5% | 0%
CC(=O)N/C(=C\c1ccccc1)C(=O)OCC(=O)c1ccc(F)cc1 | 9% | -1% | -3% | -17% | -4% | 1% | -1% | -1.0% | 6%
CN(C)/C=N/c1c(C#N)cnn1-c1nc2ccccc2s1 | 1% | 0% | -2% | 0% | -15% | -7% | -2% | 1.8% | 0%
Cc1ccc(S(=O)(=O)N(C)CCCC(=O)Nc2ccccn2)cc1 | -6% | -1% | -15% | 13% | -2% | -2% | 4% | nt | -11%
CC(C)(C)CN1C(N)=NC[C@@H]1Cc1ccccc1 | 12% | 0% | -13% | 20%[57.1 µM] | 11% | -9% | 9%[57.1 µM] | nt | -1%
O=C(Nc1ccc(NC(=O)c2ccco2)cc1)c1ccc2c(c1)OCO2 | 7% | -13% | -20% | 15% | -21% | -4% | 12% | -1.5% | -11%
CCCCn1c(CN2CCN(c3ccc(OC)cc3)CC2)nc2c1c(=O)[nH]c(=O)n2C | -6% | 4% | -11% | 16% | 10% | -4% | 4% | 0.4% | ?
COCCN(CC(=O)Nc1cccc(C)c1C)C(=O)c1cc(-c2cccs2)nn1-c1ccccc1 | -7% | 1% | -21% | 4% | 23% | -2% | -9% | 2.0% | -16%
COc1ccc(Cn2c(=O)n(Cc3ccco3)c(=N)c3c4c(sc32)COC(C)(C)C4)cc1 | 1% | -13% | -23% | 28%[57.1 µM] | -12% | 3% | 13%[57.1 µM] | 4.9% | 0%
Cc1cccc(OCC(=O)NN2C(=O)C3C4C=CC(O4)C3C2=O)c1 (stereo not given) | 2% | -5% | -19% | 7%[57.1 µM] | 5% | 0% | 3%[57.1 µM] | 3.0% | 3%

An excerpt from above in order of the ALOX12 inh value, low to high.
molecule	ALOX12 inh
CCN1CCN(c2ncnc3scc(-c4ccc(C)cc4)c23)CC1	-74%
Cc1cccc(OCC(=O)NN2C(=O)C3C4C=CC(O4)C3C2=O)c1 (stereo not given)	3%
CC(=O)N/C(=C\c1ccccc1)C(=O)OCC(=O)c1ccc(F)cc1	6%
